# Bioassay records: PubChem BioAssay, National Center for Advancing Translational Sciences (NCATS)
# TRHR PAM = allosterically enhances the human TRH receptor; 0.66% of 360,000 active; enhancement, % at 2 µM; TRHR cells, fluo-8 calcium fluorescence, EC20 TRH enhancement; in the data active = enhancement above about 30%; note: 0% is about no effect
# Target sequence (P34981 whole entry, looked up): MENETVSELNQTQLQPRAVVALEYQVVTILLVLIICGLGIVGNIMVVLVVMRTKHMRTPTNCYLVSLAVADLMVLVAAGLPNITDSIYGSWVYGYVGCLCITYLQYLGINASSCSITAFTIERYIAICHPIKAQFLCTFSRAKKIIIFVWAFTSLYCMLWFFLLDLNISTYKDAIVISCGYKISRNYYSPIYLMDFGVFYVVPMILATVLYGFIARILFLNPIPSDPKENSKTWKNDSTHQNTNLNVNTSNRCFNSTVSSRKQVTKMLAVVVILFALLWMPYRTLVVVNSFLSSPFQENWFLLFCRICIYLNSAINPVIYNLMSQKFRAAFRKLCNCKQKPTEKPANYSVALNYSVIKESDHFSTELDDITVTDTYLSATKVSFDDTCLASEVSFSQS
#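 Enhancer read-out: after compound pinning and an initial kinetic agonist-mode read, an EC20 of TRH (10 nM final) was injected and fluo-8 calcium signal (Ex 480/Em 530) followed at 1 s/cycle for 100 cycles in TRHR-expressing cells.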
# TrxR1 substrate = rat thioredoxin reductase 1 substrate activity; 0.01% of 390,000 active; AID 588456; O89049; Potency, µM (highest dose often 114 µM), for inactives: at the top dose activity change, negative = substrate turnover; purified TrxR1 substrate turnover, NADPH consumption readout; note: potency is the fitted concentration of half-maximal effect; % is set by controls: 0 for no effect and ±100 for the full control effect; nearly all actives have a fitted effect of over 50% in size
#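 Rat TrxR1, dispensed at 90 nM, was prereduced with 400 uM NADPH (final) for 5 min at ~22 deg C, then incubated with compound 15 min before 400 uM selenite. A first-read NADPH fluorescence drop versus no-compound background flagged substrates.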
# D2 antag = antagonizes the human D2 dopamine receptor; inhibition, % at 10 µM; P14416; AID 485344; 2% of 340,000 active; HEK293 TREx D2 cells, calcium flux, dopamine EC80; in the data active = inhibition above about 30%; note: 0% is about no effect
#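 Antagonism is scored as inhibition of an EC80 dopamine-evoked calcium signal in a force-coupled, tetracycline-inducible HEK293 T-REx D2 line, with compound present 180 s before agonist.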
# PI4K2A block = blocks human PI4K2A kinase activity; purified PI4K2A, ADP-Glo luminescence, 1 h; hits give low values; activity change, negative = inhibition, % at 76.9 µM; 0.13% of 420,000 active; AID 1346378; in the data active = activity change below about -50%; inconclusive = mostly about -30% to -49%;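 note: -100% = wells without enzyme as full effect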
# Target sequence (Q9BTU6 whole entry, looked up): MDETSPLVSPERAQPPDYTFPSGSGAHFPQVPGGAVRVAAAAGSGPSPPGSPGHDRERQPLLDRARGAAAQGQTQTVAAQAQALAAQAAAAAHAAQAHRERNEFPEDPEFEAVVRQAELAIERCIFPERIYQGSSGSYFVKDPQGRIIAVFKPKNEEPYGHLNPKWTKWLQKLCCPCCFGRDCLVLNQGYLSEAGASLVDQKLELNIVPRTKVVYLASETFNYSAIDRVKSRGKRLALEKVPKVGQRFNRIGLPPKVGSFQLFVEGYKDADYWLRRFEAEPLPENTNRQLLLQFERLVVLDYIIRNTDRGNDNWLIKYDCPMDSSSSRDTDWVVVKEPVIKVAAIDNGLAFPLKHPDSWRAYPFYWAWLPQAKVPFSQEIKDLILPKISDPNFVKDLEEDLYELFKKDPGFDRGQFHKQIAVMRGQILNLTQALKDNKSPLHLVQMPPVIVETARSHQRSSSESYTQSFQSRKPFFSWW
#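 ADP-Glo luminescence measured ADP generated by PI4K2A enzyme (4 ug/mL before mixing) with 1.2 mM PI substrate (pre-mix) and 300 microM ATP (pre-mix). Tris pH7.5 buffer with MgCl2, Triton X-100; 1 h reaction at ambient temperature.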
# TRHR ag = activates the human TRH receptor; TRHR cells, calcium flux fluo-8, FDSS agonist mode; activation, % at 2 µM; 0.18% of 360,000 active; in the data active = activation above about 30%; note: 0% is about no effect
#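 Read-out: compound-evoked intracellular calcium rise in TRHR cells, fluo-8 dye, kinetic FDSS fluorescence at 1 s/cycle following a 10-cycle baseline. Cells cultured overnight before dye loading (30 min–1.5 h, RT).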
# TrxR1 inh = rat TrxR1 inhibition; O89049; recombinant rTrxR1, NADPH fluorescence consumption, selenite substrate; Potency, µM (titrated, usually from 114 µM), without a hit: at the highest dose activity change, negative = inhibition, actives largely listed as inhibitors; 1% of 390,000 active; AID 588453; note: potency is the fitted concentration of half-maximal effect; % is set by controls: 0 for no effect and ±100 for the full control effect; nearly all actives have a fitted effect of over 65% in size
#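 Rat TrxR1 (90 nM in the dispensed reagent) was pre-reduced with 400 uM NADPH for 5 min at room temperature, then incubated with compound for 15 min. After 400 uM selenite was added, NADPH fluorescence (Ex 340/Em 450 nm) was followed for 8 min.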
# IDH1 R132H inh = inhibitors of human mutant IDH1 R132H; Potency, µM (top dose mostly 76.6 µM), for the others: top-dose activity change, negative = inhibition, hits mostly inhibitors; IDH1-R132H enzyme, NADPH consumption, diaphorase/resazurin fluorescence; O75874; 0.093% of 390,000 active; AID 602179; note: potency is the fitted concentration of half-maximal effect; % is set by controls: 0 for no effect and ±100 for the full control effect; nearly all actives have a fitted effect of over 65% in size
#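 IDH1-R132H (0.5 ug/mL dispensed) in pH 7.5 Tris buffer was preincubated 30 min with compound, then given a substrate mix of 0.016 mM NADPH and 2 mM alpha-KG for 80 min at room temperature; remaining NADPH was read by diaphorase/resazurin fluorescence.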
# USP1 inh = blocks the human USP1/UAF1 deubiquitinase complex | recombinant USP1/UAF1, Ub-Rhodamine cleavage fluorescence | 0.23% of 390,000 active | O94782 | Potency, µM (titrated, usually from 57.1 µM), for inactives: top-dose activity change, negative = inhibition, actives largely listed as inhibitors | AID 743255; note: potency is the fitted concentration of half-maximal effect; % is set by controls: 0 for no effect and ±100 for the full control effect; nearly all actives have a fitted effect of over 60% in size; inactives centre near -12
#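 High-throughput fluorogenic screen: 1nM USP1/UAF1 complex, Ub-Rho substrate 150nM final, 50mM HEPES pH 7.8 with 0.5mM EDTA, 0.1 mg/ml BSA, 1mM TCEP and 0.01% Tween-20.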
# D2 agonist = activates the human D2 dopamine receptor. P14416. 0.53% of 340,000 active. activation, % at 2 µM. HEK293 T-REx D2 cells, calcium flux agonist mode;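 active = activation over 3 SD above normal in the single-dose calcium agonist read, cut at about 30% in these data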; note: 0% is about no effect
#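 In this primary screen, compounds producing a positive calcium signal within 180 s of addition to tetracycline-induced, force-coupled HEK293 Trex D2 cells are flagged; cells are dye-loaded with a no-wash calcium kit beforehand.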
# The depositor's hits bear a star; ? = inconclusive; / = no result given; [ ] = dose if it differs, or a comment. Unless noted, calls come from the whole dose curve; as a rule, active = well fitted inhibition curve with a large enough effect; inconclusive = small, poorly fitted or top-dose-only effect; inactive = no such curve, though single readings can be large or run the other way.
SMILES,TRHR PAM,TrxR1 substrate,D2 antag,PI4K2A block,TRHR ag,TrxR1 inh,IDH1 R132H inh,USP1 inh,D2 agonist
O=C(COc1ccc(Cl)cc1)OCC(=O)c1ccc[nH]1,11,-11%,-12,-2,-1.0,3%,1%,-22%,-0.2
O=C1SC(Cc2ccccc2)C(=O)N1c1ccccc1 (centres undefined),-3,4%[57.1 µM],/,1,-0.5,5%[57.1 µM],4%,9%,0.4
CCOc1ccc(Br)cc1C1=NN(C(C)=O)C(c2ccc([N+](=O)[O-])s2)O1 (centres undefined),2,-4%,-1,-11,0.3,-21%,19%,22µM*,-0.9
Cc1ccc(N2CCN(C(=O)c3c(C)oc4ncnc(N5CCCCC5)c34)CC2)c(C)c1,-17,1%,/,-2,-0.9,19%,-7%,-3%,-1.8
COc1ccc(NS(=O)(=O)c2ccc(-c3n[nH]c(=S)n3Cc3ccccc3)cc2)cc1,-2,3%[57.1 µM],2,7,-0.3,18%[57.1 µM],1%,-12%,-0.1
C#CC1(O)CCCC2C3CCC4CC(OC(C)=O)CCC4(C)C3C(=O)CC21C (centres undefined),/,-5%[2.29 µM],/,-3,/,-3%[2.29 µM],0%,-1%,/
CCCN(CCC)CCNC(=O)c1ccc2c(c1)NC(=O)C(CS(=O)(=O)Cc1cccc(Br)c1)N2 (centres undefined),5,5%[57.1 µM],/,-1,0.6,0%[57.1 µM],-13%,?,6.7
COc1ccc(N2C(=O)C(CC(=O)Nc3ccccc3)N(Cc3cccs3)C2=O)cc1 (centres undefined),-2,11%[57.1 µM],5,-1,-0.7,-1%[57.1 µM],0%,-10%,0.1
CCCCOC(=O)Nc1ccccc1C(=O)OC,0,12%[57.1 µM],-15,9,-1.0,7%[57.1 µM],5%,-13%,0.8
O=C(NNc1nc2c(F)cccc2s1)C1COc2ccccc2O1 (centres undefined),7,-2%,6,1,0.0,5%,-6%,-27%,1.6
CC(=O)Nc1ccc(S(=O)(=O)Nc2ccc(NC(=O)c3ccco3)cc2)cc1,10,8%,-18,1,-0.5,15%,-2%,-23%,1.4
O=S1(=O)CCOC[C@H](Cc2ccccc2)N1Cc1cccc(Cl)c1,/,-6%,/,-1,/,14%[57.1 µM],-1%,-25%,/
COC(=O)C1=C(N)Oc2cc(C)[nH]c(=O)c2C1c1ccc(Cl)cc1 (centres undefined),3,4%,7,10,-0.7,9%,0%,-13%,-0.6
Cc1ccc(S(=O)(=O)NC2c3cccc4cccc(c34)C2Sc2n[nH]c(N)n2)cc1 (centres undefined),-7,-1%,11,5,-1.2,12%[57.1 µM],-1%,-19%,-1.3
O=C(COC(=O)[C@H](Cc1c[nH]c2ccccc12)NC(=O)c1ccc(Cl)cc1)Nc1ccc2c(c1)OCO2,-4,1%[57.1 µM],-30,-3,0.2,2%[57.1 µM],0%,-10%,0.4
Cc1occc1C(=O)NC1CCCc2ccccc21 (centres undefined),7,1%,/,1,-0.8,-5%,5%,-12%,/
Clc1cccc(Cl)c1C[n+]1cccc2ccccc21,/,9%[2.29 µM],/,0,/,12%[57.1 µM],2%,-22%,/
Cc1ccc(NC(=O)COC(=O)Cc2ccsc2)cc1S(=O)(=O)N1CCOCC1,-2,-5%,-6,3,-0.2,-3%,1%,-15%,-1.4
CC(C)=CCCC(C)CN1CCC(O)CC1 (centres undefined),-3,7%,-9,7,0.2,21%,2%,-13%,0.3
O=C(C1=C(O)C(=O)N(CC2CCCO2)C1c1ccccc1F)c1ccco1 (centres undefined),2,-12%,-14,1,0.0,-18%,11%,-19%,-0.1
COc1ccc(/C=C/C(=O)c2ccoc2)cc1,-6,6%,-6,-4,-0.4,-20%,1%,-6%,-0.9
COc1ccccc1-n1c(C)nnc1SCC(=O)Nc1cc(C)cc(C)c1,14,-1%,/,0,0.1,-7%,1%,-15%,/
Cn1c(=O)c2c(ncn2CC(=O)Nc2cc(S(=O)(=O)N3CCCCC3)ccc2O)n(C)c1=O,/,-11%,/,3,/,-9%,2%,-13%,/
CC1=C(CC(=O)NCC(=O)NCC(=O)O)c2cc(F)ccc2/C1=C/c1ccc(S(C)=O)cc1 (centres undefined),4,-9%[57.1 µM],-10,2,0.1,-23%[57.1 µM],5%,-3%,0.0
O=C(Nc1nc(-c2cccnc2)cs1)c1ccccc1F,8,11%[57.1 µM],-6,3,1.5,25%[57.1 µM],-13%,-9%,0.5
Cc1ccc2c(c1)nc(NCCCO)n2C,-2,8%[57.1 µM],-7,7,0.6,17%[57.1 µM],4%,-6%,0.0
CS(=O)(=O)c1ccc(NC(=O)CN2C(=O)C3CCCCC3C2=O)cc1 (centres undefined),-4,0%,13,7,0.4,27%,5%,-10%,1.8
COC(=O)c1sccc1NC(=O)Nc1cccc(C)c1,-1,0%,-6,-28,-0.7,17%,12%,-27%,0.6
O=C1OCCN1C(=O)[C@H]1[C@H](c2ccc(Cl)cc2)C(c2ccc(F)cc2)=NN1c1ccccc1,/,18%,/,2,/,40%,7%,?,/
O=C(NCc1ccncc1)C1CCCN(S(=O)(=O)Cc2ccccc2)C1 (centres undefined),-4,-2%,-2,5,0.3,7%,0%,-10%,2.4
Cc1ccc(N2C(=O)[C@@H]3C(C(=O)C(c4ccccc4)c4ccccc4)=NN[C@@H]3C2=O)cc1,6,-11%,-9,-2,-0.3,-10%,1%,-8%,-1.0
O=C1C=C(c2ccc3ncccc3c2)C[C@@H](c2ccc3c(c2)OCO3)C1,4,-10%[57.1 µM],1,-5,0.1,-11%,13%,-30%,1.4
COC1CCN(Cc2c(C(=O)N3C[C@@H](C)O[C@@H](C)C3)nc3ccc(Cl)cn23)CC1,-5,2%,-1,-1,0.8,11%,-11%,-11%,0.6
COc1cc2ccccc2cc1C(=O)Nc1ccc(O)cc1,1,-12%,-2,-4,2.4,10%[57.1 µM],8%,-8%,-0.7
CSc1nnc(NC(=O)c2ccc(C)c(S(=O)(=O)N3CCOCC3)c2)s1,1,-1%,9,-8,0.0,-18%,1%,-16%,-0.4
CCN1CCN(C(=O)c2ccc3c(c2)N(Cc2ccc(F)cc2)C(=O)c2ccccc2S3=O)CC1 (centres undefined),-3,9%[57.1 µM],20,0,0.6,-3%[57.1 µM],0%,-13%,0.4
O=C(NNS(=O)(=O)c1ccc(Cl)cc1)NC1CCCCC1,15,-6%[57.1 µM],5,-7,0.0,13%[57.1 µM],8%,-20%,-0.2
CCn1cc(C(=O)N[C@@H](C)C(=O)NCCCN2CCOCC2)c(=O)c2cc3c(cc21)OCO3,6,9%,-28,-5,0.9,17%,15%,-6%,0.1
O=C(N/N=C/c1cccc(Oc2ccccc2)c1)c1ccncc1,6,-2%,-8,-1,-0.4,21%[57.1 µM],1%,-16%,-1.7
Cc1ccc(S(=O)(=O)N2CCCCC2)c2nsnc12,0,0%,-5,-2,-0.6,12%,1%,-10%,0.1
O=S(=O)(N1CCCCC1)N1CCNCC1,-4,8%,/,0,0.3,-10%,5%,-2%,/
Cc1ccc(NC(=O)C2CCCN(c3ncnc4c3nc3n4CCCCC3)C2)cc1F (centres undefined),3,-7%,/,-5,-0.3,11%,0%,-13%,-1.4
O=C(Nc1ccc(Br)cn1)c1ccc(Cl)s1,0,-6%,14,4,0.6,?,4%,-15%,4.5
COc1ccc(N2CCN(CCCNC(=O)C3CCC(CNc4nc(=S)[nH]c5ccccc45)CC3)CC2)cc1 (centres undefined),-5,3%[57.1 µM],26,1,-1.5,15%[57.1 µM],10%,-19%,-1.0
CN(C)c1nc(C(F)(F)F)cc(=O)[nH]1,1,-3%,2,4,0.0,-2%,0%,-13%,0.5
O=C(CCc1nnc(Cc2ccc(-c3ccccc3)cc2)o1)NCC1CC1,-4,0%,1,4,-1.9,9%,-5%,-10%,-1.6
N#CCCn1nc(-c2ccccc2)c2ccccc2c1=O,-1,-1%,-5,-1,-0.2,11%,13%,-21%,-0.2
CCN1CCN(C(=O)c2ccc(CSc3ccc(C)cc3)cc2)CC1,21,9%,3,2,0.0,31%,0%,-25%,-0.6
CC1=CC2=NC(=O)CC(C)(C(=O)N(CC(=O)NC3CCCC3)Cc3ccc(Cl)cc3)N2C=C1 (centres undefined),-4,172%,6,-4,1.8,19%[57.1 µM],-2%,-6%,1.0
COc1ccc(C(NC(C)=O)c2nccc3cc(OC)c(OC)cc23)cc1OC (centres undefined),4,0%,4,-3,0.4,7%,4%,?,-0.1
Cc1cc(C)c(C)c(C(=O)CSc2nnc(C)c(=O)[nH]2)c1C,19,/,-8,/,0.4,/,/,/,0.0
